# GCN5L2 inh: blocks human GCN5L2 histone acetyltransferase. Q92830. GCN5L2 HAT assay, ThioGlo1 CoA-SH fluorescence. Potency, µM (top dose mostly 58.9 µM), for inactives: top-dose activity change, negative = inhibition, hits mostly inhibitors. 0.21% of 390,000 active. AID 504327
# Target sequence (Q92830 whole entry, looked up): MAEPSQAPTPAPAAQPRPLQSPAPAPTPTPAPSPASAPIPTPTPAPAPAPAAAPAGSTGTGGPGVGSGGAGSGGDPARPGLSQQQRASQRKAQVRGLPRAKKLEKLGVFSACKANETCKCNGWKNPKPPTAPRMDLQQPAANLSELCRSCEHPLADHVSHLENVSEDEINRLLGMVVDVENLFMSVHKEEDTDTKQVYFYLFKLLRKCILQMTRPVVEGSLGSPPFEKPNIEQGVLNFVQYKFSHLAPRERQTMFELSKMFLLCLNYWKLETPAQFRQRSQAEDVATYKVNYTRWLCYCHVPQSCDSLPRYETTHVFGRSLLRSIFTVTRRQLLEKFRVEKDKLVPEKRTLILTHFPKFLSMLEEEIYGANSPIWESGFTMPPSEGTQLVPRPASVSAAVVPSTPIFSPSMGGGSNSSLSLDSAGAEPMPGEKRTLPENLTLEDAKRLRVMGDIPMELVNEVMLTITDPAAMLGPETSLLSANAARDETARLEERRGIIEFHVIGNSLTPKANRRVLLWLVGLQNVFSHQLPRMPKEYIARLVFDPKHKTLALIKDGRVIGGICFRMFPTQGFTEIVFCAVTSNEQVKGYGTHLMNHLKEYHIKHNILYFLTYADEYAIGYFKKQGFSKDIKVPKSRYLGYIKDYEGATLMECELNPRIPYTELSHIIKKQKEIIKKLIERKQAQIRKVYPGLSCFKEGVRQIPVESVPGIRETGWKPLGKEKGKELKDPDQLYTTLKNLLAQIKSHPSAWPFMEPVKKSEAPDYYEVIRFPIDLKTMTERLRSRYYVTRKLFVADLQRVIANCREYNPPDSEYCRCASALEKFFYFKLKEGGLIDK
#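 qHTS, 1536-well. 20nM enzyme, pH 7.5 HEPES/EDTA/Tween-20 buffer; 15 min compound preinc., RT. Start: 75uM H3(1-25), 70uM AcCoA, 50uM ThioGlo1. Read Ex340/Em540 at t=0 (autofluorescence flag) and t=20 min.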
# TDP1 cell noCPT: qHTS for Inhibitors of human tyrosyl-DNA phosphodiesterase 1 (TDP1): qHTS in cells in absence of CPT. DT40 Tdp1-/- hTDP1 cells, no CPT, ATP luminescence, 48 h. Potency, µM (top dose mostly 46.2 µM), for the others: top-dose activity change, negative = growth inhibition, usual class: inhibitors. 15% of 420,000 active; also: nearly all actives have a fitted effect of over 55% in size
#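 Cells were dispensed at 400 per well, compounds added by pin tool, plates incubated ≥48 hr at 37 °C, then CellTiter-Glo added for 30 min at room temperature before luminescence reading. Line: DT40 Tdp1-/- complemented with hTDP1; camptothecin omitted.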
# TDP1 block: TDP1 (human) enzyme inhibition; recombinant TDP1, AlphaScreen DNA substrate cleavage; Potency, µM (series often up to 130 µM), for the others: at the top dose activity change, negative = inhibition, most hits filed as inhibitors; 0.28% of 350,000 active; also: nearly all actives have a fitted effect of over 40% in size
#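 Here, a 5' biotin and 3' phosphotyrosine-FITC DNA oligonucleotide reports Tdp1 activity: intact substrate bridges AlphaScreen beads, while cleavage leaves a 3' phosphate and drops signal. All incubations at room temperature.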
# The depositor's hits bear a star; ? = inconclusive; nt = no result given; & = joins results of further samples; [ ] = dose if it differs, or a comment. Calls follow the shape of the dose curve; as a rule, active = well fitted curve in the direction sought with a large enough effect; inconclusive = small, poorly fitted or top-dose-only effect, or another doubt; inactive = no such curve, though single readings can be large; an effect the other way counts as inactive or inconclusive. % is scaled to controls: 0 for no effect and ±100 for the full control effect; potency is read from the fitted curve at half-maximal effect. These rows are one share of the data, so the mix of outcomes need not match the whole.
compound,GCN5L2 inh,TDP1 cell noCPT,TDP1 block
Cc1ccc(CNC(=O)C2CCCN2C(=O)Nc2ccc(C)cc2)cc1 (centres undefined),?,-6%,1%
O=C(O)CC/C(=C\c1ccc2c(c1)OCO2)c1nc2ccccc2s1,-12%,-9%,nt
Cc1ccc(S(=O)(=O)COCCN2CCN(S(=O)(=O)c3ccc(C)cc3)CCC2=O)cc1,8%,nt,3%
O=C(CN1C(=O)NC2(CCCC2)C1=O)N1CCc2ccccc2C1,-4%,9%,1%
Cc1ccccc1N1C(=O)CC(Nc2ccc3c(c2)OCO3)C1=O (centres undefined),16%,19%,2%
Cc1ccccc1NS(=O)(=O)c1ccc(NS(=O)(=O)c2cccs2)cc1,-11%,26%,4%
CCc1ccc(NC(=O)c2cnn(-c3ccccc3)c2-n2cccc2)cc1,-7%,?,3%
Cc1cc(=S)c2ccccc2[nH]1,-16%,-15%,1%
O=S(=O)(NCCCNS(=O)(=O)c1c(F)cccc1F)c1ccc2c(c1)OCCO2,-2%,nt,0%&1%
Cc1ccc(-n2cc(S(=O)(=O)c3ccc(C)cc3)[nH]c2=O)cc1,-2%,-9%,8%
CCOc1ccccc1NC(=O)C(CC(C)C)NC(=O)C1CCC(C)CC1 (centres undefined),0%&-10%,?,0%&8%
Cc1ccc(CN2CCN(Cc3cn(C(C)C)c4ccccc34)CC2CCO)o1 (centres undefined),-22%,-25%,8%
CN(C(=O)COC(=O)Cc1c(Cl)cccc1Cl)C1CCS(=O)(=O)C1 (centres undefined),-7%,-4%,1%
CC(=O)Nc1ccccc1-c1nc2ccccc2n(C(C)C(=O)c2ccc(C)c(C)c2)c1=O (centres undefined),0%,?,14%
Cc1cccc(C(=O)OC(C)C(=O)N2CCc3ccccc3C2)c1C (centres undefined),-1%,-2%,nt
CCCn1nc(C(=O)Nc2ccc(S(=O)(=O)Nc3ncccn3)cc2)c2ccccc2c1=O,-1%,-13%,0%
COc1cc(NC(=O)C2CCN(S(=O)(=O)Cc3ccccc3)CC2)c(OC)cc1Cl,-10%,-14%,9%
Cc1cc(Cl)ccc1OC(C)C(=O)NNC(=O)C1CCCCC1C(=O)O (centres undefined),0%,-31%,2%
CC(=O)NCCNC(=O)C1CCC(CNc2nc(=S)[nH]c3ccccc23)CC1 (centres undefined),-5%,-10%,nt
CCN1C[C@@H]2[C@@H]3C(=O)N(C)C(=O)[C@@H]3[C@](Cc3ccccc3)(C(=O)OC)N2C1=NC1CCCCC1,-10%,21µM*,nt
O=C(CN1C(=O)C2C3CC(C(Br)C3Br)C2C1=O)OCC(=O)c1cccc([N+](=O)[O-])c1 (centres undefined),2%,-15%,3%
COc1ccc(OC)c(S(=O)(=O)N2CCCC(C(=O)N3CCC(C(N)=O)CC3)C2)c1 (centres undefined),-2%,1%,nt
CCC(C)(C)NC(=O)CCCSc1nc2ccccc2[nH]1,-3%,2%,nt
Cc1cc(C)c[n+](CC(=O)c2c(C)cc(C)c([N+](=O)[O-])c2C)c1,-14%,10%,4%
CCNC(=O)C1CC(=O)OC12CCCCC2 (centres undefined),-1%,1%,-8%
COC(=O)c1sc2cccc(F)c2c1S(=O)(=O)NCc1ccc(F)cc1,-11%,5%,8%
CC(O)CSc1nc2c(c(=O)[nH]c(=O)n2C)n1Cc1ccccc1 (centres undefined),0%,-1%,1%
CN(C)C=NC(=O)c1ccc(N2CCN(c3ncc(C(F)(F)F)cc3Cl)CC2)cc1,nt,?,1%
O=C(NCc1ccco1)c1cc(S(=O)(=O)N2CCOCC2)ccc1Cl,1%,-5%,4%
COc1ccc(OC)c(S(=O)(=O)N(C)CC(=O)N2CCN(c3ccc(F)cc3)CC2)c1,-24%,-21%,4%
O=C(Cl)CCCCCCCC(=O)Cl,37%[activator],nt,11%
O=c1[nH]ncn1-c1ccc(Br)cc1,-10%,8%,5%
Cc1ccc(CN2CCC(CNc3ncnc4onc(-c5ccc(Cl)cc5)c34)CC2)cc1,-3%,16µM*,-5%
O=C(COn1nnc2ccc(Cl)cc21)NC1CCS(=O)(=O)C1 (centres undefined),-4%,2%,-2%
Cc1ccc([C@@H]2CC=C(C(=O)O)[C@H](c3ccc(Cl)cc3)N2S(=O)(=O)c2ccccc2C)cc1,-24%,-10%,2%
Cc1ccc(C(=O)OCC(=O)Nc2ccc3c(c2)OCO3)c(O)c1,-2%,-20%,1%
O=C(NCc1ccco1)c1cccc(Br)c1,?,-8%,nt
COc1ccc(/C=C/C(=O)Nc2c(C)nn(C)c2C)cc1COc1ccc(Cl)cc1Br,-6%,?,0%
COC(=O)c1ccc(Oc2nc(NC(C)(C)C)nc(N3CCOCC3)n2)cc1,-2%,nt,5%
Cc1ccccc1/C=N/NC(=O)Cc1ccc(Cl)cc1,-1%,-28%,5%
CCOC(=O)N1CCC(NC(=O)CS(=O)(=O)Cc2nc(-c3ccc(OC)cc3)oc2C)CC1,4%,?,4%
CC(=O)c1sc(NS(=O)(=O)c2ccc(C)cc2)nc1-c1ccccc1,-18%,-20%,12%
Cc1nn2c(N3CCOCC3)c3c(nc2c1-c1ccccc1)CCCC3,-1%,?,-8%
O=C(O)c1ccc(S(=O)(=O)NCc2ccc3c(c2)OCO3)cc1,-10%,-10%,nt
COc1ccc(/C=C(/C#N)c2cccnc2)cc1OC,-12%,-12%,6%
COc1ccc(C(=O)CNc2cccc(F)c2)cc1,-3%,-11%,nt
CC(=O)N(C)c1ccc(NC(=S)Nc2ccccc2)cc1,0%,-24%,1%
COc1cc(C2C(=O)N(C3CCCC3)CC(=O)N2Cc2ccco2)ccc1OC(C)C (centres undefined),-10%,-7%,0%
Cc1ccc(S(=O)(=O)C2(S(=O)(=O)c3ccc(C)cc3)CCCC2)cc1,3%,6.5µM*,0%
CCOCCn1cnc2sc(C(=O)NCC(=O)OCC)c(C)c2c1=O,0%,?,1%
COc1ccccc1CNS(=O)(=O)c1c(C)[nH]c(=O)[nH]c1=O,-4%[0.501 µM],-9%,2%
CCSc1nc2c(c(=O)n1Cc1ccccc1)SC(C)C2 (centres undefined),0%,?,9%
Cc1ccc(C2=N/C(=C\c3cccnc3)C(=O)O2)cc1,-1%,-27%,3%
Cc1cc(NC(=O)CCc2ccc(C)o2)no1,-1%,?,4%
O=C(NC1CCCCCC1)C(=S)NCCc1ccccc1,-19%,?,2%
Cc1cc(F)ccc1S(=O)(=O)N1CCCOC1CNC(=O)C(=O)NCCc1ccccc1 (centres undefined),-13%,-12%,5%
Cc1ccc(C2CC(C(F)(F)F)n3ncc(C(N)=O)c3N2)cc1 (centres undefined),-2%,-10%,5%
Oc1ccccc1C(=S)N1CCN(c2cccc(Cl)c2)CC1,-18%,?,2%
O=C(COc1nsnc1N1CCOCC1)Nc1ccccc1Cl,0%,1%,5%
O=C(COc1ccccc1F)NC12CC3CC(CC(C3)C1)C2,-4%,?,2%

# 2 compounds drawn at random from those above:
compound,GCN5L2 inh,TDP1 cell noCPT,TDP1 block
Cc1cc(C)c[n+](CC(=O)c2c(C)cc(C)c([N+](=O)[O-])c2C)c1,-14%,10%,4%
Oc1ccccc1C(=S)N1CCN(c2cccc(Cl)c2)CC1,-18%,?,2%

# Other compounds:
compound,GCN5L2 inh,TDP1 cell noCPT,TDP1 block
CN(C(=O)CSc1nnc(C2CC2)n1C)C1CCCc2ccccc21 (centres undefined),3%,6%,-7%
COc1ccc(C)cc1NC1=C(Cl)C(=O)N(C2CCCCC2)C1=O,-3%,12µM*,4%
COc1cc(CC(CC(=O)O)CC(C)OCc2ccccc2)cc(OC)c1 (centres undefined),2%,-7%,0%
CN(C(=O)CC1C(=O)NCCN1Cc1ccc(F)cc1Cl)C1CCCCC1 (centres undefined),-7%,0%,-1%
Cc1n[nH]c(C)c1C(=O)CC1(O)C(=O)N(CCc2ccccc2)c2ccc(Cl)cc21 (centres undefined),-1%,23µM*,7%
COc1ccc(NC(=O)c2cccc(S(=O)(=O)NCc3ccco3)c2)c(OC)c1,-1%,?,nt
COc1ccc(-c2csc3ncnc(N4CCN(Cc5ccccc5)CC4)c23)cc1,-8%,?,7%[56.1 µM]
CC[C@H]1[C@@H]2C=C[C@@H]3[C@H]4C/C=C\C(=O)NCCC[C@@H]5NC(=O)C(=C5O)C(=O)CC[C@@H]4C[C@@H]3[C@H]2C[C@H]1C,-25%&-45%,nt,17%&14%
Cc1ccnc(NC(=O)c2ccc(Cl)cc2Cl)n1,-13%,nt,-5%
CCOc1ccc(-c2csc(NC(=O)c3ccco3)n2)cc1,-7%,?,nt
CCOC(=O)c1ccc(NC(=O)c2cccc3c(=O)c4c([nH]c23)CCCC4)cc1,-1%,-29%,6%
O=C(NC(NC1CCS(=O)(=O)C1)C(=O)c1ccccc1)c1ccc(Cl)cc1 (centres undefined),17%,-9%,1%
Cc1c(/C=C(\CC(=O)O)c2nc3ccccc3s2)cc(C#N)n1C,-13%,?,3%
c1ccc(CSc2nnc(-c3cccs3)o2)cc1,-11%,?,4%
CC(C)n1c(NCc2cccs2)nc2ccccc21,0%,-5%,5%

# Not a retest: entries from further up.
compound,GCN5L2 inh,TDP1 cell noCPT,TDP1 block
Cc1ccnc(NC(=O)c2ccc(Cl)cc2Cl)n1,-13%,nt,-5%
CCOc1ccc(-c2csc(NC(=O)c3ccco3)n2)cc1,-7%,?,nt
CCOC(=O)c1ccc(NC(=O)c2cccc3c(=O)c4c([nH]c23)CCCC4)cc1,-1%,-29%,6%
O=C(NC(NC1CCS(=O)(=O)C1)C(=O)c1ccccc1)c1ccc(Cl)cc1 (centres undefined),17%,-9%,1%
Cc1c(/C=C(\CC(=O)O)c2nc3ccccc3s2)cc(C#N)n1C,-13%,?,3%
c1ccc(CSc2nnc(-c3cccs3)o2)cc1,-11%,?,4%
CC(C)n1c(NCc2cccs2)nc2ccccc21,0%,-5%,5%

# Additional records:
compound,GCN5L2 inh,TDP1 cell noCPT,TDP1 block
Cc1ccccc1CSc1nc2c(c(=O)[nH]1)CCCC2,-2%,nt,2%
CC1CCC(C(=O)NC(C(=O)N2CCC(N3CCCCC3)CC2)C(C)C)CC1 (centres undefined),-2%,13%,1%
CCOc1ccc(-n2c(=O)c3c(C)c(C)sc3n(CC(=O)N3CCC(C)CC3)c2=O)cc1,-7%,21µM*,3%
Cc1ccc(C)c(NC(=O)CSc2nnc(-c3ccccc3)n2N)c1,-8%,12%,4%
COc1ccc(S(=O)(=O)Nc2cccc(-c3ccc4nncn4n3)c2)cc1,-15%,2.6µM*,nt
C=CCNC(=O)CSc1nnc(-c2ccccn2)n1Cc1ccccc1,-5%,-5%,1%
CCCCOc1ccc(CNC(=O)c2ccc(NC(=O)N3CCCCc4ccccc43)cc2)cc1,21%,26µM*,8%
O=C(CSc1nnc(CNC(=O)C23CC4CC(CC(C4)C2)C3)n1-c1ccccc1)Nc1ccccc1,-8%,?,2%
COc1ccc(OC)c(NC(=O)c2cn(CC(C)C)c(=O)c3cc(OC)c(OC)cc23)c1,-6%,?,3%
O=C(NCc1ccc(F)cc1)c1ccc2c(c1)N(Cc1ccc(F)cc1Cl)C(=O)CS2,-1%,-24%,0%
O=C(O)c1ccc2c(c1)SC1=NS(=O)(=O)CCN12,-1%,14%,5%
O=C1CN(CC(=O)Nc2ccc(SC(F)F)cc2)CCN1,-8%,-12%,3%
COc1ccc(C2(C(=O)Nc3ccc(C)c(C)c3)CCOCC2)cc1,-8%,-18%,-1%
C=CCOc1ccc(CNC(C)(C)CO)cc1OC,-3%,7%,3%
S=C(c1ccc(N2CCCC2)cc1)N1CCCCC1,3%,18µM*,11%
c1ccc(CCN=C2CCCc3c2[nH]c2ccccc32)cc1,-14%,-4%,6%
COc1ccc(S(=O)(=O)N2CCOCC2)cc1NC(=O)COC(=O)C1CC1C (centres undefined),0%,-4%,2%
O=C1Nc2cc(Cl)c(Cl)cc2N(O)N1c1ccc(Cl)cc1,?,2%,6%
COc1ccc(C(CCN2CCCC(C)C2)c2c(OC)cc(OC)c3c(C)cc(=O)oc23)cc1 (centres undefined),4%,23µM*,10%&4%
Cc1ccc(S(=O)(=O)Nc2ccccc2F)cc1C(=O)N1CCN(c2ccccc2O)CC1,-4%,-10%,2%

# From PubChem BioAssay
